# MrgX1 agonist = agonists of human MrgX1 receptor, primary screen, HEK293 cells, Fluo-4 calcium flux. Mas-related G-protein coupled receptor member X1 (Homo sapiens), Q96LB2. Fluo-4 calcium fluorescence, agonist mode; stronger effect = higher value. B-score at 10 µM. 310,000 tested, 0.44% active. AID 588627, 2011;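 active means calcium response B-score plate-corrected fluorescence ratio at least 3 library SD, with starting fluorescence B-score inside 5 SD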
#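 Test system: Stable human MrgX1 HEK293 cell line | Schedule: Overnight plating before 1 h dye loading | Read-out basis: Baseline-normalised fluorescence change ratio, B-scored | Detection: Kinetic calcium dye fluorescence, Fluo-4 NW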
# TRPC6 inhibitor = mouse TRPC6 channel inhibitors, primary screen, cell-based, HEK293, membrane potential dye. 310,000 tested, 1.1% active. B-score at 10 µM. AID 2553, 2010. Short transient receptor potential channel 6 (Mus musculus), Q61143. ACh-evoked depolarization; stronger effect = lower value;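 active means B-score under library mean minus 3 SD, initial fluorescence not abnormally high, positive integrated signal ratio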;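 further: B-score derived from integrated fluorescence ratio over the kinetic read; more negative B-score means stronger inhibition of depolarization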
# TRPC6 activator = mouse TRPC6 channel activators, primary screen, cell-based, HEK293, membrane potential dye; 310,000 tested, 0.13% active; AID 2550, 2010; B-score at 10 µM; HEK293-TRPC6 membrane potential dye fluorescence; stronger effect = higher value;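 active means B-score of the integrated fluorescence ratio above library mean plus 3 SD, and starting fluorescence ratio within library mean plus 5 SD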;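 further: higher score means more depolarization so channel activation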
# MrgX1 antagonist = antagonists of human MrgX1 receptor, primary screen, HEK293 cells, Fluo-4 calcium flux | B-score at 10 µM | 310,000 tested, 1.3% active | BAM8-22 antagonism; stronger effect = lower value | AID 588676, 2011;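 active means calcium-response B-score plate-corrected more than 3 library SD below zero, starting fluorescence within 5 deviations, no agonist response on first addition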;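 further: peak minus trough fluorescence over baseline after final BAM8-22 challenge near maximal dose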
# MrgX1 allo act = positive allosteric modulators of MrgX1, primary screen, HEK293 cells, Fluo-4 calcium flux | Mas-related G-protein coupled receptor member X1 (Homo sapiens), Q96LB2 | FDSS; stronger effect = higher value | B-score at 10 µM | 310,000 tested, 0.63% active | AID 588675, 2011;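 active means plate-corrected calcium response at least 3 library SD above typical, normal starting fluorescence, not activating the receptor alone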;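 further: compound read alongside a low EC10 to EC30 dose of BAM8-22 agonist; peak minus trough fluorescence over baseline measured at the second addition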
# SKKanGAS inh = S. pyogenes SKKanGAS growth inhibitors in kanamycin, primary screen, streptokinase expression inhibitor project, SKKanGAS strain, BacTiter-Glo luminescence; 6 h; inhibition, % at 7.5 µM; 300,000 tested, 1.3% active; AID 1662, 2009;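 active means mean replicate score, as percent of positive control median, at least 50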;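 further: strain carries kanamycin resistance gene driven by streptokinase promoter and grows in 40 µg/ml kanamycin; loss of luminescence reflects streptokinase promoter inhibition or plain growth inhibition; 0% = median of DMSO wells and 100% = positive control at its reference dose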
# TMEM16A act = TMEM16A chloride channel activators or potentiators, primary screen, cell-based, HTS. Anoctamin-1 (Mus musculus), Q8BHY3. B-score at 10 µM. HEK293 TMEM16A/YFP-H148Q/I152L, iodide quench fluorescence; stronger effect = lower value. 340,000 tested, 0.3% active;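 active means fluorescence-ratio B-score plate-corrected deviation score at least 3 library SD below zero, with starting fluorescence score within 5 deviations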;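 further: channel opened by trigger with iodide after compound preincubation; score built on the fluorescence ratio of max minus min over baseline; more negative score means more quench and so TMEM16A activation or potentiation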
# Target sequence (Q8BHY3 whole entry, looked up): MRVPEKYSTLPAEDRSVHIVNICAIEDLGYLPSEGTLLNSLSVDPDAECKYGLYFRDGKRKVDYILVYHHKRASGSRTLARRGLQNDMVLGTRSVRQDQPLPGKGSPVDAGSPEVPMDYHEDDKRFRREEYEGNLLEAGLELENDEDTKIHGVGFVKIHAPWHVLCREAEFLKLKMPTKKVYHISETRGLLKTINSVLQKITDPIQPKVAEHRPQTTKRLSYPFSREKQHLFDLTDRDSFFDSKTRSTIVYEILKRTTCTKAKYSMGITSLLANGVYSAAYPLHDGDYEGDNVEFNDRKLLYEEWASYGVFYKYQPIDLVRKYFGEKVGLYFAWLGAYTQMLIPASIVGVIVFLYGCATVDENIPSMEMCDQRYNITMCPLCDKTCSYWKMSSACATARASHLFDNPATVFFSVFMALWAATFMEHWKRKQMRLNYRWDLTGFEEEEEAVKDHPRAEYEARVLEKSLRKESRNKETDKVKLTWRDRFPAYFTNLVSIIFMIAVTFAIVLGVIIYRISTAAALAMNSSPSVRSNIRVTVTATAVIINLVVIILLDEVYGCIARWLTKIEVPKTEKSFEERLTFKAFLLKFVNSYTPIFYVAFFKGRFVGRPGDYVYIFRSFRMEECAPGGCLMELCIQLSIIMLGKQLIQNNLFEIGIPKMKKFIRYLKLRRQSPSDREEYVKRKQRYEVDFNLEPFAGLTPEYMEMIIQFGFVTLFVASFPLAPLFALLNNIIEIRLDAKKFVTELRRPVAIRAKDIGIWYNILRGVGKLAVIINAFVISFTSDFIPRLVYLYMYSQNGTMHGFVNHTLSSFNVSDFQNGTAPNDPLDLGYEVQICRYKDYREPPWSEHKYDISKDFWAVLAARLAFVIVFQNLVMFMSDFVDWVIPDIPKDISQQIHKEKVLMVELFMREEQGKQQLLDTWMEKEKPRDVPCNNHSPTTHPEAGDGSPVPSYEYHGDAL
# TRPC4 PAM = positive allosteric modulators of TRPC4, primary screen, cell-based, mouse TRPC4beta, HEK293 mu-opioid, Fluo-4 calcium | Short transient receptor potential channel 4 (Mus musculus), Q9QUQ5 | DAMGO EC20, Fluo-4 Ca2+ flux; stronger effect = higher value | B-score at 10 µM | 310,000 tested, 0.42% active | AID 2227, 2009;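 active means B-score of calcium response area above 5 SD of library B-scores, with initial fluorescence ratio within 5 SD of library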;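 further: B-score of integrated fluorescence ratio over time as area under calcium response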
# TRPC4 inh = inhibitors of mouse TRPC4 channel, primary screen, Fluo4 calcium, HEK293 TRPC4beta/mu-opioid cells; Short transient receptor potential channel 4 (Mus musculus), Q9QUQ5; DAMGO-evoked Fluo4 calcium flux; stronger effect = lower value; B-score at 10 µM; 300,000 tested, 0.39% active; AID 2247, 2010;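 active means B-score over 3 SD under the library average, no early fluorescence shift, positive overall ratio signal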
#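 Assay system: Stable TRPC4beta/mu-opioid receptor HEK293 cells | Reagent: DAMGO in two steps, submaximal then maximal | Compound dosing: Single concentration per test compound | Signal: Fluo4 Ca2+ flux fluorescence | Evaluation: Per-well B score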
# ANO1 block = TMEM16A chloride channel inhibitors, primary screen, cell-based, HTS; normalized B-score (activity score, 25-100; higher = stronger inhibition) at 10 µM; AID 588511, 2011; 310,000 tested, 1.2% active; Anoctamin-1 (Mus musculus), Q8BHY3; HEK293 TMEM16A/YFP iodide influx fluorescence, ionomycin;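 active means ratio plate-corrected score three or more library SD toward inhibition, starting fluorescence score within five deviations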;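 further: score derived from kinetic fluorescence span divided by baseline fluorescence per well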
# TRPC4 act = activators of mouse TRPC4 channel, primary screen, Fluo4 calcium, HEK293 TRPC4beta/mu-opioid cells | Short transient receptor potential channel 4 (Mus musculus), Q9QUQ5 | Fluo4 calcium fluorescence; stronger effect = higher value | B-score at 10 µM | 310,000 tested, 0.49% active;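 active means B-score above 5 SD of library B-scores, and initial fluorescence ratio not above library mean plus 5 SD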;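 further: positive B-score marks a calcium rise read as TRPC4 activation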
#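 System – HEK293 cells stably co-expressing mouse TRPC4beta and mu-opioid receptor · Signal – Fluo4 calcium-sensitive dye fluorescence, kinetic, 1 Hz baseline · Benchmarks – buffer (low) and maximal DAMGO (high) · Read-out – B score of integrated fluorescence ratio per well · Incubation – dye loading 45 min room temperature, 110 s kinetic read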
# The depositor's hits bear a star; i = inactive; . = no result given.
SMILES,MrgX1 agonist,TRPC6 inhibitor,TRPC6 activator,MrgX1 antagonist,MrgX1 allo act,SKKanGAS inh,TMEM16A act,TRPC4 PAM,TRPC4 inh,ANO1 block,TRPC4 act
Cc1cccc(NC(=S)N(Cc2cccs2)Cc2cc3cc(C)cc(C)c3[nH]c2=O)c1,i,i,i,-5.4*,i,18,i,i,i,i,i
NNc1nc(Nc2ccc([N+](=O)[O-])cc2)nc(N2CCCCCC2)n1,i,i,i,i,i,82*,i,i,i,i,i
Cc1cc(C)nc(NC(=S)Nc2cccc(F)c2)c1,i,i,i,i,i,-6,i,i,i,i,i
CCN1CCN(C(=O)c2ccc3nc(-c4ccccc4)c(-c4ccccc4)nc3c2)CC1,i,i,i,i,i,-2,i,i,i,i,i
COc1cccc(CNC(=O)CC(NC(=O)c2ccccc2)c2ccccc2)c1 (centres undefined),i,i,i,i,i,-12,i,i,i,i,i
CC(=O)C1=C(C)OC2(O)c3ccccc3C(=O)C12O (centres undefined),i,i,i,i,i,-11,i,i,i,i,i
CS(=O)(=O)N(CC(=O)N1CCOCC1)Cc1ccccc1,i,i,i,i,i,8,i,i,i,i,i
CC(=O)N=C1SC2CS(=O)(=O)CC2N1Cc1ccc(C)cc1 (centres undefined),i,i,i,i,i,30,i,i,i,i,i
CC(C)CN1CCC(=O)N(CCSc2ccc(Br)cc2)CC1,i,i,i,i,i,1,i,i,i,i,i
FC(F)Sc1ccc(-n2cc(-c3ccc(Cl)cc3)[n+]3c2CCC3)cc1,i,-7*,i,i,i,-1,i,i,i,i,i
OCC#Cc1ncc(C(F)(F)F)cc1Cl,i,i,i,i,i,1,i,i,i,i,i
C/C(CC(=O)Nc1ccc2c(c1)OCCO2)=N\NC(=O)COc1ccccc1,i,i,i,i,i,-1,i,i,i,i,i
COc1cc2c(cc1OC)C(C)N(C(=O)c1sc(-c3cnccn3)nc1C)CC2 (centres undefined),i,i,i,i,i,-4,.,i,i,i,i
COC(=O)CCC(=O)OC1(C)C(=O)C=C2C=C(C3CC3)N(Cc3ccc4c(c3)OCO4)C=C2C1=O (centres undefined),i,i,i,i,i,14,i,i,i,i,i
CC(C)[C@@H](CSc1ccccc1)N1CCN(Cc2ccccc2)CCC1=O,i,i,i,i,i,-1,i,i,i,i,i
CC(Oc1cc2oc(=O)c3c(c2cc1Cl)CCC3)C(=O)NCC1CCC(C(=O)O)CC1 (centres undefined),i,i,i,i,i,2,i,i,i,i,i
CO/N=C(/CNC(=O)c1ccc(F)cc1)c1ccc(Cl)cc1,i,i,i,i,i,3,i,i,i,i,i
Cc1cc(NS(=O)(=O)c2ccc(NC(=S)NC(=O)c3cccnc3)cc2)no1,i,i,i,i,i,-5,i,i,i,i,i
COc1ccc(C(=O)C23CC4CC(C2)CC(C(=O)c2ccc(OC)cc2)(C4)C3)cc1,i,i,i,i,i,7,i,i,i,i,i
Cc1snc(SCc2cccc(Cl)c2)c1C#N,i,i,i,i,i,15,i,i,i,i,i
CC1N(O)C(C)(C)C(c2ccccc2)=[N+]1[O-] (centres undefined),i,i,i,i,i,-4,i,i,i,i,i
COc1ccc(N/C=C(\C#N)S(=O)(=O)c2ccc(Cl)cc2)c(OC)c1,i,i,i,i,i,-4,i,i,i,i,i
O=C(CSc1ncn[nH]1)NC1CC2CCC1C2 (centres undefined),i,i,i,i,i,-5,i,i,i,i,i
c1cncc(-c2nc(N3CCCCCC3)c3ccccc3n2)c1,i,i,i,i,i,3,i,i,i,i,i
O=S(=O)(Nc1ncccn1)c1ccccc1,i,i,i,i,i,16,i,i,i,i,i
# Additional records:
SMILES,MrgX1 agonist,TRPC6 inhibitor,TRPC6 activator,MrgX1 antagonist,MrgX1 allo act,SKKanGAS inh,TMEM16A act,TRPC4 PAM,TRPC4 inh,ANO1 block,TRPC4 act
O=C(NCCCn1ccnc1)c1cc([N+](=O)[O-])cc([N+](=O)[O-])c1,i,i,i,i,i,0,i,i,i,i,i
CCn1cc(C(=O)NCC(C)C)c(=O)c2cc(F)c(N3CCN(C)CC3)cc21,i,i,i,i,i,-1,i,i,i,i,i
COC(=O)c1ccc(N(CC(=O)NC2CCCC2)C(=O)c2ccc(C)s2)cc1,i,i,i,i,i,-4,i,i,i,i,i
Cc1cc(C(=O)Oc2ccccc2C(=O)O)c(C)o1,i,i,i,i,i,-3,i,i,i,i,i
CCOc1ccccc1NC(=O)c1nnn(CC(=O)Nc2cc(C)cc(C)c2)c1N,i,i,i,i,i,5,i,i,i,i,i
COc1ccc(C(=O)c2c3ccccc3[n+]([O-])n2Cc2ccc(C(N)=O)cc2)cc1,i,.,.,i,i,.,i,.,.,i,.
CCOc1ccc(-c2nnc(NC3=NCCCCC3)o2)cc1,i,i,i,i,i,0,i,i,i,i,i
CC(C(=O)NCc1ccccc1)N1C(=O)C2CC=C(Cl)CC2C1=O (centres undefined),i,i,i,i,i,4,i,i,i,i,i
CC(NC(=O)Cc1ccccc1)c1cc2c(cc1Br)OCCCO2 (centres undefined),i,i,i,i,i,-5,i,i,i,i,i
CCCCN(CC)S(=O)(=O)c1ccc(C(=O)Nc2nnc(CSC)o2)cc1,i,i,i,i,i,25,i,i,i,i,i
CC(=O)Nc1ccc(S(=O)(=O)N2CC(=O)NC(=O)C2)cc1,i,i,i,i,i,6,i,i,i,i,i
CCOc1nc(SC(C(C)=O)C(=O)Nc2ccccc2)nc(N(C)C)n1 (centres undefined),i,i,i,i,i,-6,i,i,i,i,i
CC1(C)Cc2c(cnn2-c2ccc(F)cc2)C(NC(=O)c2ccc(=O)oc2)C1 (centres undefined),i,i,i,i,i,7,i,i,i,i,i
Nn1c(SCc2ccccc2)nnc1C1CCCCC1,i,i,i,i,i,2,i,i,i,i,i
COc1ccc(Nc2nc(N)nc(CSc3nnc(C)s3)n2)cc1,i,i,i,i,i,-5,i,i,i,i,i
O=C(NC1CC1)C1CCN(C2CCN(C(=O)c3c(F)cccc3Cl)CC2)CC1,i,i,i,i,i,3,i,i,i,i,i
CC1=C(C(=O)OCc2ccccc2)C(c2ccccc2)NC(=O)N1CCCC(=O)O (centres undefined),i,i,i,i,i,-5,i,i,i,i,i
CCn1c(-c2ccccc2Cl)nn(CC(=O)Nc2ccccc2C)c1=S,i,i,i,i,i,-10,i,i,i,i,i
COc1ccc(N(CC(=O)NCCc2ccc(S(N)(=O)=O)cc2)S(=O)(=O)c2c(C)noc2C)cc1,i,i,i,i,i,-2,i,i,i,i,i
COc1ccc(C2(C(=O)Nc3nncs3)CCCC2)cc1,i,i,i,i,i,3,i,i,i,i,i
C=CCn1c(COc2ccccc2)nnc1SCC(=O)C(C)(C)C,i,i,i,i,i,-1,i,i,i,i,i
Cc1cc(NC(=O)CSc2ccnc(=O)[nH]2)no1,i,i,i,i,i,3,i,i,i,i,i
COc1ccccc1CN(C(=O)CNC(=O)c1ccco1)C(C(=O)NCC1CCCO1)c1ccccc1 (centres undefined),i,i,i,i,i,-3,i,i,i,i,i
COc1cc(Br)cc2cc(C(=O)N3CCOCC3)c(=O)oc12,i,i,i,i,i,4,i,i,i,i,i
Cc1ccc(OCC(=O)Nc2ccc(S(=O)(=O)Nc3cc(C)nc(C)n3)cc2)cc1,i,i,i,i,i,0,i,i,i,i,i
# New compounds follow
SMILES,MrgX1 agonist,TRPC6 inhibitor,TRPC6 activator,MrgX1 antagonist,MrgX1 allo act,SKKanGAS inh,TMEM16A act,TRPC4 PAM,TRPC4 inh,ANO1 block,TRPC4 act
Cc1c(C(c2ccccc2Br)c2c(C)n(C)n(-c3ccccc3)c2=O)c(=O)n(-c2ccccc2)n1C,i,i,i,i,i,1,i,i,i,i,i
Cc1ccc(Nc2nc(C(=O)NCC3CCCO3)cs2)cc1 (centres undefined),i,i,i,i,i,-14,i,i,i,i,i
c1csc(-c2nc(N3CCOCC3)c3ccccc3n2)c1,i,i,i,i,i,-8,i,i,i,i,i
CCN(CC)c1ccc(/C=N/NS(=O)(=O)c2ccc(CNC(C)=O)cc2)cc1,i,i,i,i,i,-14,i,i,i,i,i
COCCn1c(SCC(=O)N2CCOCC2)nc2ccccc2c1=O,i,i,i,i,i,-1,i,i,i,i,i
CCOc1cc(C2CC(=O)NC3=C2C(=O)C(C(=O)OC)C(C)C3)cc(Cl)c1O (centres undefined),i,i,i,i,i,-4,i,i,i,i,i
Cc1c2c(nc3ccccc13)CCC(C)C2 (centres undefined),i,i,i,i,i,-1,i,i,i,i,i
COC(=O)CSc1nc2nc(-c3cccs3)cc(C(F)(F)F)c2c(=O)[nH]1,i,i,i,i,i,2,i,i,i,i,i
O=C1NNC(=O)C2C3C=CC(C4CC34)C12 (centres undefined),i,i,i,i,i,2,i,i,i,i,i
Cc1ccccc1C1CC(c2cccs2)Nc2nnnn21 (centres undefined),i,i,i,i,i,-6,i,i,i,i,i
O=C(Cn1cc([N+](=O)[O-])cn1)Nc1ccc(Cn2cc(Br)cn2)cc1,i,i,i,i,i,7,i,i,i,i,i
COc1cccc(OC)c1C(=O)N1CCN(Cc2ccncc2)CC1,i,i,i,i,i,-2,i,i,i,i,i
COc1ccc(-c2csc3ncnc(N4CCN(S(=O)(=O)c5cccc(F)c5)CC4)c23)cc1,i,i,i,i,i,11,i,i,i,i,i
CCc1ccccc1NC(=O)CSc1n[nH]c(C)c1[N+](=O)[O-],i,i,i,i,i,5,i,i,i,i,i

# Assay outcomes from PubChem BioAssay.
